Assay outcomes deposited in PubChem BioAssay by Broad Institute.
E-sel inducer = E-selectin induction in HUVECs, primary screen, imaging, HUVEC, immunofluorescence imaging, single point. P16581. normalized: neutral wells 0, TNF-alpha wells 100. activation, % at 7.58 µM. actives 0.37% (n = 260,000). AID 686992, 2013;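 active = mean E-selectin-positive cell signal at least 10% of the positive control, reached in at least 60% of replicates, without over 20% cell loss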;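 note: in these data hits start at about 27%; measured in HUVEC primary endothelial cells; signal is the percent of cells scored E-selectin positive by PE staining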
Target sequence (P16581 whole entry, looked up): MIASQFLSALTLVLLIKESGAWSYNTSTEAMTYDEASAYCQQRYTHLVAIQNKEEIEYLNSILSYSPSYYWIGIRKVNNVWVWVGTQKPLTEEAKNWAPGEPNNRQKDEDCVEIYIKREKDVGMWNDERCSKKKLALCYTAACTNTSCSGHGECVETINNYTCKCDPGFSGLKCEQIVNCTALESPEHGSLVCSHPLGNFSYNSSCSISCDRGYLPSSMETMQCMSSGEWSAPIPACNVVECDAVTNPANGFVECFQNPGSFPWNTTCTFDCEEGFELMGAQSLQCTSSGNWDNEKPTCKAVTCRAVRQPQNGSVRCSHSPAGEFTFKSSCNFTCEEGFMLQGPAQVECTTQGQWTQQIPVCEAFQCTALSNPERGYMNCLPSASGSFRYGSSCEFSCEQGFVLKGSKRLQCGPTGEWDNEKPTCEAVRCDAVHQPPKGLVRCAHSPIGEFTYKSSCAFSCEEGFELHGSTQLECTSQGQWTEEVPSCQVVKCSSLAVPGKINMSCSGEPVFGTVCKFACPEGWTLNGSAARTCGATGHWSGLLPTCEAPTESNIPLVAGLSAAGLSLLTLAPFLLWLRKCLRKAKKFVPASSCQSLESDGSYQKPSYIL
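assay system = HUVEC, human umbilical vein endothelial cells | input = 3,000 HUVEC seeded per well | medium = EGM-2 growth medium on 0.1% gelatin-coated wells | dosing = one compound dose added by pin transfer | signal = immunofluorescence imaging | read-out basis = % PE-positive cells | control set = TNF-alpha, DMSO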
Xi reactivation = activators of inactive X chromosome reactivation, primary screen, imaging, XiGFP fibroblasts, GFP high-content imaging, set 2. XiGFP mouse fibroblasts, % GFP-positive cells imaging, 3 d; cells co-treated with 5-aza-dC sensitizer; scaled so ellipticine positive control = 100%. AID 743238, 2013. activation, % at 7.58 µM. actives 0.055% (n = 360,000);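 active = mean normalized replicate activation at least 10% and every replicate at or above 10%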;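 note: 0% = median of on-plate neutral control wells and 100% = ellipticine 6 µM median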
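System: SV40-immortalized XiGFP fibroblast cells, line 68-5-11 / Incubation: 3-day compound exposure, then 15 min fixation at room temperature / Compound: single concentration per compound, delivered by pin transfer / Buffer or medium: DMEM plus 5-aza-dC sensitizer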
S100A4 inh HTS = inhibitors of S100A4-myosin IIA peptide binding, primary screen, biochemical, fluorescence polarization, TAMRA-MyoIIA peptide; Protein S100-A4 (Homo sapiens), P26447; inhibition, % at 10.7 µM; actives 0.14% (n = 360,000); AID 652163, 2013;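 active = mean inhibition of at least 70% across replicates, with every replicate also reaching that level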
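System – human S100A4 monomer protein, biochemical binding assay · Buffer or medium – Calcium-containing HEPES buffer, pH 7.2 · Timing – 5 min between mix addition and reading · Also added – TAMRA-labelled myosin IIA heavy-chain peptide probe, 5 nM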
EWS-Fli inh = EWS/Fli-driven NR0B1 reporter inhibitors, primary screen, A673 cells, NR0B1 luciferase, luminescence, MLPCN library; inhibition, % at 12.6 µM; actives 0.67% (n = 350,000); viability-normalised;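 active = mean inhibition of at least 50% after viability correction, with every replicate also passing that limit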;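 note: firefly luciferase signal divided by Alamar Blue viability fluorescence both relative to DMSO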
RAD54 branch = inhibitors of human RAD54 branch migration, primary screen, biochemical, fluorescence, single point | actives 0.14% (n = 360,000) | AID 602329, 2012 | DNA repair and recombination protein RAD54-like (Homo sapiens), Q92698 | RAD54 Holliday junction branch migration, FAM/BHQ fluorescence | inhibition, % at 10.4 µM;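 active = mean normalized replicate activity at least 40 and at least half of replicates scoring 40 or more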;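 note: 0% = median of neutral control wells and 100% = median of positive control wells; inhibitors cause a drop in the FAM fluorescence signal; in these data hits start at about 50%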
esBAF inh = Bmi1 luciferase reporter increase in mESCs, primary screen, esBAF inhibitor project, mouse ES cells, Bmi1 luciferase knock-in, single point. reporter increase, % at 12.5 µM. 24 h; 100% = twice the neutral-well signal. AID 602393, 2012. actives 2% (n = 350,000); in the data active = activation above about 40%;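 note: 0% = median of the plate's neutral control wells and 100% = double that signal; a rise in the Bmi1 reporter signal indicates esBAF inhibition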
RAD52 anneal inh = RAD52 DNA annealing inhibitors, primary screen, biochemical, FRET, single point, set 2; DNA repair protein RAD52 homolog (Homo sapiens), P43351; recombinant RAD52 DNA annealing, FRET fluorescence; inhibition, % at 18.7 µM; actives 0.46% (n = 360,000); AID 651710, 2012;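 active = every replicate showing at least 50% inhibition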
Target sequence (P43351 whole entry, looked up): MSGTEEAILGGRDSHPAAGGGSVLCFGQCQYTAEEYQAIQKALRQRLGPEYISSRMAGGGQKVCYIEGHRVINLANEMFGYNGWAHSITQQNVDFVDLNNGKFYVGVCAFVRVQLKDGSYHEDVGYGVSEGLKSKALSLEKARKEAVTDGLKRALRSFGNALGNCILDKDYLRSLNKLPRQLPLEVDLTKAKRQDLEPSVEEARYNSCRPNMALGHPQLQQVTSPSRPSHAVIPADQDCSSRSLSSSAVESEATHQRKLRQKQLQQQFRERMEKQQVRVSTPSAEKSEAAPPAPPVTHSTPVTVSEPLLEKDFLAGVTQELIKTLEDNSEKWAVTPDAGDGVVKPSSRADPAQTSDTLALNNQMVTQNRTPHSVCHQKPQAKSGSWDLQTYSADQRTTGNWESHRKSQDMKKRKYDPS
FN deposit inh = inhibitors of fibronectin matrix deposition, primary screen, AH1F cells, Alexa488-fibronectin fluorescence, plate reader | inhibition, % at 12.6 µM | AID 743247, 2014 | actives 0.086% (n = 350,000) | AH1F fibroblasts, overnight;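 active = mean inhibition across replicates of 30% or more, regardless of how many single replicates reach that level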;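 note: positive control wells lacked labelled fibronectin entirely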
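material = AH1F fibroblast monolayer depositing Alexa488-labelled fibronectin into matrix | amount = 10000 AH1F cells/well | buffer or medium = DMEM plus 2% serum, read in PBS | incubation = 1 h cell adhesion before compound, then overnight fibronectin incubation | detection = fluorescence at 485 nm excitation, 525 nm emission | evaluation = percent inhibition as loss of matrix-bound fibronectin fluorescence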
* = called active by the depositor; . = no result given; & = joins results of further samples.

The opening 4 compounds as a preview:
SMILES	E-sel inducer	Xi reactivation	S100A4 inh HTS	EWS-Fli inh	RAD54 branch	esBAF inh	RAD52 anneal inh	FN deposit inh
COc1ccccc1-c1cc(NC(C)=O)c2ncc(-c3ccccc3)n2c1	-0.1	-0.1	-1	4	12	-3	-27	1
C[C@@H](NC(=O)C[C@H]1C[C@H]2c3cc(NC(=O)c4ccc5c(c4)OCO5)ccc3O[C@H]2[C@@H](CO)O1)c1ccccc1	0.3	0.0	-4	-12	1	-1	-5	.
O=C(C[C@H]1C[C@H]2c3cc(NS(=O)(=O)c4ccc(F)cc4)ccc3O[C@H]2[C@H](CO)O1)NC1CCCCC1	-0.7	0.2	5	13	-1	17	4	.
Cc1ccc(CN(C(=O)c2cc(=O)c3cc(C)cc(C)c3o2)C2CCS(=O)(=O)C2)cc1 (configuration not stated)	.	0.0	-2	12	-2	.	-8	-3

All compounds of this part, previewed entries included:
SMILES	E-sel inducer	Xi reactivation	S100A4 inh HTS	EWS-Fli inh	RAD54 branch	esBAF inh	RAD52 anneal inh	FN deposit inh
COc1ccccc1-c1cc(NC(C)=O)c2ncc(-c3ccccc3)n2c1	-0.1	-0.1	-1	4	12	-3	-27	1
C[C@@H](NC(=O)C[C@H]1C[C@H]2c3cc(NC(=O)c4ccc5c(c4)OCO5)ccc3O[C@H]2[C@@H](CO)O1)c1ccccc1	0.3	0.0	-4	-12	1	-1	-5	.
O=C(C[C@H]1C[C@H]2c3cc(NS(=O)(=O)c4ccc(F)cc4)ccc3O[C@H]2[C@H](CO)O1)NC1CCCCC1	-0.7	0.2	5	13	-1	17	4	.
Cc1ccc(CN(C(=O)c2cc(=O)c3cc(C)cc(C)c3o2)C2CCS(=O)(=O)C2)cc1 (configuration not stated)	.	0.0	-2	12	-2	.	-8	-3
C[C@H](CO)N1C[C@H](C)[C@@H](CN(C)Cc2ccncc2)Oc2cc(-c3cccnc3)ccc2S1(=O)=O	0.7	0.4	7	-3	5	-5	-2	4
COc1ccc(C2(CNC(=O)C(=O)Nc3ccc(C)cc3)CCOCC2)cc1	-0.8	0.1	2	-17	.	13	-13	2
Cc1ccc(Cl)cc1NS(=O)(=O)c1cc2[nH]c(=O)c(=O)[nH]c2cc1C	.	0.1	-1	4	13	0	-8	-3
CN(CC(=O)Nc1ccc(Cl)c(C(F)(F)F)c1)C(=O)CC1Sc2ccccc2NC1=O (configuration not stated)	.	0.1	-7	10	0	-3	-8	-9
C/C=C/c1ccc2c(c1)O[C@H](CN(C)C(=O)Cc1ccncc1)[C@@H](C)CN([C@H](C)CO)S2(=O)=O	0.0	-2.0	-6	1	4	3	-21	.
COc1ccc(OC)c(-c2csc(NC(=O)Cc3ccccc3OC)n2)c1	.	-0.1	1	.	0	10	-23	3
O=C1CC(NS(=O)(=O)c2cc(F)ccc2F)CN1c1ccc2c(c1)OCCO2 (configuration not stated)	.	0.2	3	3	.	2	-5	6
CCCCNCCS(=O)(=O)NCc1ccc(OC)cc1	0.0	-0.1	-2	-5	-10	1	-11	4
COc1ccccc1NC(NC(=O)c1ccco1)C(=O)c1ccccc1 (configuration not stated)	.	.	-2	8	3	1	-4	.
COc1ccccc1C(C)NC(=O)c1cc(=O)[nH]c2ccccc12 (configuration not stated)	0.0	0.2	-1	7	-39	-5	-19	2
C[C@H](CO)N1C[C@H](C)[C@@H](CN(C)C(=O)Nc2ccc3c(c2)OCO3)OCc2ccccc2-c2c(n(C)c3ccccc23)C1=O	-0.3	0.3	-3	-3	3	6	16	-10
Cc1nn(C)cc1CN1CCCC(C(=O)c2ccc(-c3ccccc3)c(F)c2)C1 (configuration not stated)	.	0.0	-10	0	.	.	-7	-5
CCCn1c(=O)c(C(=O)NCCc2ccc(OC)cc2)c(O)c2ccccc21	.	0.0	3	6	-1	0	-6	0
CCCNC(=O)C[C@H]1C[C@H]2c3cc(NS(=O)(=O)c4ccccc4)ccc3O[C@H]2[C@@H](CO)O1	0.2	-0.1	.	-13	-15	6	.	-12
OC[C@@H]1[C@H](c2ccc(-c3cccnc3)cc2)[C@@H]2CN(CC3CCOCC3)CCCCN12	.	.	-12	-4	1	.	25	.
Cc1ccnc(NS(=O)(=O)c2ccc(N3C(=O)C4CCCCC4C3=O)cc2)n1 (configuration not stated)	0.3	0.0	2	5	8	0	-6	3

Complete entries as entered above. Values in the order: E-sel inducer, Xi reactivation, S100A4 inh HTS, EWS-Fli inh, RAD54 branch, esBAF inh, RAD52 anneal inh, FN deposit inh
Results for CCCCNCCS(=O)(=O)NCc1ccc(OC)cc1 = 0.0, -0.1, -2, -5, -10, 1, -11, 4
Results for Cc1ccnc(NS(=O)(=O)c2ccc(N3C(=O)C4CCCCC4C3=O)cc2)n1 (configuration not stated) = 0.3, 0.0, 2, 5, 8, 0, -6, 3

Some of these compounds in order of their number in esBAF inh, largest number first.
Molecule	esBAF inh
COc1ccc(C2(CNC(=O)C(=O)Nc3ccc(C)cc3)CCOCC2)cc1	13
COc1ccc(OC)c(-c2csc(NC(=O)Cc3ccccc3OC)n2)c1	10
C[C@H](CO)N1C[C@H](C)[C@@H](CN(C)C(=O)Nc2ccc3c(c2)OCO3)OCc2ccccc2-c2c(n(C)c3ccccc23)C1=O	6
C/C=C/c1ccc2c(c1)O[C@H](CN(C)C(=O)Cc1ccncc1)[C@@H](C)CN([C@H](C)CO)S2(=O)=O	3
Cc1ccc(Cl)cc1NS(=O)(=O)c1cc2[nH]c(=O)c(=O)[nH]c2cc1C	0
COc1ccccc1C(C)NC(=O)c1cc(=O)[nH]c2ccccc12 (configuration not stated)	-5

(more compounds)
SMILES	E-sel inducer	Xi reactivation	S100A4 inh HTS	EWS-Fli inh	RAD54 branch	esBAF inh	RAD52 anneal inh	FN deposit inh
O=C(CNS(=O)(=O)c1ccc(Cl)cc1)N1CCN(c2ccc(F)cc2)CC1	.	0.1	-2	1	20	-18	1	9
Cc1ccc(S(=O)(=O)CC(=O)Nc2ccc3nc(C)sc3c2)cc1	.	0.0	-2	.	4	3	-5	15
C=CCn1c(O)c(N=Nc2ccccc2C)c2ccccc21	.	0.0	-11	39	.	.	-17	1
C[C@@H]1CN([C@H](C)CO)S(=O)(=O)c2ccc(-c3ccccc3)cc2O[C@@H]1CN(C)Cc1ccccc1	-0.9	-1.4	.	21	.	-1	.	8
C[C@@H]1CCCCO[C@@H](CN(C)C(=O)Cc2ccccc2)[C@@H](C)CN([C@H](C)CO)C(=O)c2cc(NC(=O)C3CCCCC3)ccc2O1	.	0.2&0.0	-4	-1&-4	-5&-2	14&-1	-41	-3
CN1c2ccccc2Oc2nnc(N3CCN(Cc4ccccc4)CC3)cc21	.	-0.1	-1	-73	6	19	23	.
CC=Cc1ccc2n(c1=O)C[C@H]1[C@H](CO)[C@@H](C(=O)N(C)C)N(CC3CCCC3)[C@@H]21 (mixture of isomers)	0.0	0.0	2	-1	.	.	-24	1
O=C(c1ccc(Cl)cc1)N1CCOc2ccccc21	0.4	0.0	2	-14	6	7	-5	2
O=C(C1CCCC1)N1CC(=O)N2[C@H](C1)[C@@H](c1ccc(Br)cc1)[C@@H]2CO	0.2	0.1	-1	5	.	.	13	5
CO[C@H]1CN(C)C(=O)c2ccc(NC(=O)C3CCC3)cc2OC[C@H](C)N(C(=O)CN(C)C)C[C@@H]1C	-0.3	-0.1	11	.	.	.	4	.
CS(=O)(=O)N(Cc1ccccc1Cl)c1ccc(C(=O)N2CCCC2)cc1	.	0.1	-5	4	1	1	-5	3
COC(=O)C1=C(COc2ccccc2)NC(=O)NC1c1ccc2ccccc2c1 (configuration not stated)	0.1	0.0	1	-2	.	.	-58	-9
Cc1ccc(-c2csc(NC(=O)CCNC(=O)c3ccc(Cl)cc3)n2)cc1	.	0.0	-11	-2	.	.	-22	-10
COCCn1c(=NC(=O)c2sc3ccccc3c2Cl)sc2cc(S(N)(=O)=O)ccc21	2.3	0.6	-3	.	6	.	-11	4
C[C@H](CO)N1C[C@H](C)[C@H](CN(C)C(=O)Nc2ccc3c(c2)OCO3)OCc2cnnn2CCCC1=O	4.3&-0.1	0.1&0.0	6&1&-8	-11&-3&-9	-4&-4	3&6	-8&6&0	-2&-5
O=C(NN=C1CCC(c2ccccc2)CC1)c1ccccc1-n1cccc1 (configuration not stated)	13	0.0	.	.	-6	.	.	4
O=C1Nc2ccccc2N(O)N1c1ccc(S(=O)(=O)Nc2ccccn2)cc1	0.0	0.2	-6	-16	6	-2	-12	3
COc1ccc2c3c([nH]c2c1)[C@@H](CO)N(C(=O)C1CC1)CC31CCN(Cc2cccc(F)c2)CC1	-0.4	0.2	3	31	.	.	7	.
COc1cc2c(cc1OC)CN(Cc1ccc(F)cc1)CC2	0.1	0.1	-5	6	8	-5	5	-1
COc1cccc(COC(=O)c2cc(=O)[nH]c3ccc(S(=O)(=O)N4CCOCC4)cc23)c1OC	-0.1	-0.1	6	9	-2	-5	-8	2
C[C@@H]1CN([C@@H](C)CO)C(=O)CCCn2nncc2CO[C@@H]1CN(C)S(=O)(=O)c1cn(C)cn1	-1.6	0.5	-6&-3	-2&5	5&3	0&-6	-7&-5	-13&6
Cc1cc2cc(CNC(=O)C3CCCC3)ccc2n1C	0.1	0.0	38	0	-11	-1	-24	2
CCCOCC1CC(CCc2nc(=S)[nH][nH]2)C(=O)O1 (configuration not stated)	.	0.0	-3	1	-8	-11	0	-2
COc1ccccc1N1CCN(c2ncc(C(=O)N3CCN(c4cccc(Cl)c4)CC3)c3ccccc23)CC1	.	0.2	-4	14	.	.	4	3
COc1ccc(CCn2c(O)cc3nn(-c4nc5ccccc5s4)c(=O)c-3c2C)cc1	19	0.4	-1	1	.	.	-14	-8
Cc1cccc(NC(=S)N2CCN(C(=O)C3CCCO3)CC2)c1 (configuration not stated)	-1.6	0.1	2	-9	.	.	-12	1
CCOC(=O)C1(Cc2ccccc2C)CCCN(C(=O)c2ccccn2)C1 (configuration not stated)	1.4	0.2	1	-8	1	22	-15	0
COc1ccccc1CC(=O)Nc1sc2c(c1C(N)=O)CCCC2	.	0.2	3	0	-5	10	-21	6
CCCOc1ccc(Cc2c(COCC)[nH]c(=S)[nH]c2=O)cc1	.	0.2	-12	16	6	.	-29	5
Cc1ccc(NC(=O)CSc2nnc(NC(=O)C3CC3)s2)cc1	.	0.1	-3	-4	9	-4	4	7
CCS(=O)(=O)Nc1ccc2c(c1)C(=O)N(C)[C@@H]1CC[C@H](CC(=O)NCc3ccc(OC)cc3)O[C@H]1CO2	0.6	0.0	3	6	-3	2	-8	8
O=C(OCCC12CC3CC(CC(C3)C1)C2)c1ccc(NCc2cc(O)ccc2O)cc1	0.2	3.5	-2	68*	.	.	-16	-20
CO[C@H]1CN(C)C(=O)c2cc(NC(=O)c3ccccc3)ccc2OC[C@@H](C)N(C(=O)CN(C)C)C[C@@H]1C	-0.2	0.3	3	-1	2	-4	3	10

Not a hit list (roughly 3% active in at least one column).
